Screens (PubChem)
3CLpro inhibitor – SARS-CoV 3CLpro protease inhibition | recombinant SARS-CoV 3CLpro, quenched FRET peptide cleavage | AID 1706 | inhibition, % at 6 µM | P0C6X7 | 0.14% of 290,000 active; in the data active means inhibition above about 12%
PrPC TRFRET – inhibitors of human cell surface prion protein PrPC. P04156. TR-FRET read-out. inhibition, % at 13.8 µM. 0.43% of 370,000 active. AID 720596; in the data active means inhibition above about 24%; further: 0% = median of the test wells and 100% = reference compound wells
MazF activator – activators of E. coli MazEF toxin-antitoxin RNase; P0AE70; activation, % at 20 µM; FAM/BHQ RNA-DNA oligo cleavage fluorescence, 5 h; 0.32% of 350,000 active; in the data active means activation above about 50%
Target sequence (P0AE70 whole entry, looked up): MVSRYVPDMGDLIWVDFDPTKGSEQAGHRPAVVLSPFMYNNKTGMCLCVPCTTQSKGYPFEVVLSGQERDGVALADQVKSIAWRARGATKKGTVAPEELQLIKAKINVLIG
PriA SSB inh – inhibitors of Klebsiella pneumoniae PriA binding to SSB C-terminal tail; 0.6% of 430,000 active; AID 1272365; AlphaScreen SSBct-PriA binding, biotinylated peptide; inhibition, % at 33 µM; in the data active means inhibition mostly above about 37%, no sharp cut-off; inactive means mostly below about 20%;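 further: plate controls were negative control peptide for no effect and reference peptide for full effect; strong numbers were not always called active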
VHR inh abs – DUSP3 (human) phosphatase inhibition. inhibition, % at 13.3 µM. 0.52% of 290,000 active. P51452. recombinant VHR phosphatase, pNPP absorbance. AID 1654; in the data active means inhibition above about 50%; further: some compounds called inactive have numbers as strong as hits
Target sequence (P51452 whole entry, looked up): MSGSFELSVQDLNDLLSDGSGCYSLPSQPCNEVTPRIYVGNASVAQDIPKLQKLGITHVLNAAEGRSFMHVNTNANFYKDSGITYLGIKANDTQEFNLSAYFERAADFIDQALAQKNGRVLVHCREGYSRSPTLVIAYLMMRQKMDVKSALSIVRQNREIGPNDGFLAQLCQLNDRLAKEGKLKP
Rv3671c inh – inhibits the M. tuberculosis serine protease Rv3671c. inhibition, % at 5.96 µM. 0.048% of 320,000 active. P9WHR9; in the data active means inhibition above about 38%;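 further: extracellular domain of Rv3671c used as enzyme; 0% = enzyme with DMSO and 100% = no enzyme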
Target sequence (P9WHR9 whole entry, looked up, the tested form may be a part): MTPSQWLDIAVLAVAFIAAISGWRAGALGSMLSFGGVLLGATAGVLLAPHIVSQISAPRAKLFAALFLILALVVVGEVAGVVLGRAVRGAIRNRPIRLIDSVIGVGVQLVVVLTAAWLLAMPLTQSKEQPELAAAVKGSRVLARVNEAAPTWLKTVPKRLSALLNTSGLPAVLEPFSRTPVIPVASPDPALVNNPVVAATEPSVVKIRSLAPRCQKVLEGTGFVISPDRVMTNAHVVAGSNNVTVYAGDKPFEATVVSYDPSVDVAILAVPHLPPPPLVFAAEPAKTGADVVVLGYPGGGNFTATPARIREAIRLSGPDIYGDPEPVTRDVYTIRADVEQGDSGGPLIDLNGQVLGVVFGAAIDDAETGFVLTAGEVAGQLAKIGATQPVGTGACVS
CCHF vOTU inh – blocks the CCHF virus ovarian tumor domain protease | CCHFV vOTU protease, Pep-AMC fluorescence | AID 651958 | 0.55% of 370,000 active | inhibition, % at 11.5 µM; in the data active means inhibition above about 30%; further: 0% = vehicle wells with enzyme and 100% = no enzyme wells
TcdB GH inh – TcdB glycohydrolase inhibition. P18177. TcdB glycohydrolase enzymatic assay, plate reader. inhibition, % at 9.99 µM. 0.24% of 350,000 active. AID 652162; in the data active means inhibition above about 10%
BH1578 lux ind – induces V. cholerae light production without autoinducers. 0.16% of 350,000 active. AID 588436. V. cholerae BH1578 lux reporter, luminescence, 6 h. activation, % at 18.7 µM; in the data active means activation mostly above about 9.7%, no sharp cut-off; further: not every result past the cut was called active; inactives centre near 0; reference of the scale not given here
Y pestis TopoI – Y. pestis Topo-I inhibition via cleavage products | Y. pestis Topo-I cleavage product accumulation, plate reader | activity, % at 10 µM | 0.064% of 360,000 active | AID 504884; in the data active means activity above about 50%, passing the limit was not always enough; further: inactives centre near 2
* marks the source's active call; other numbers are inactive results; i = inactive; . = no result given; & = joins results of further samples.

SMILES	3CLpro inhibitor	PrPC TRFRET	MazF activator	PriA SSB inh	VHR inh abs	Rv3671c inh	CCHF vOTU inh	TcdB GH inh	BH1578 lux ind	Y pestis TopoI
Cc1cccc(NC(=O)C2CCCN(C(=O)Nc3ccc(F)cc3)C2)c1C (stereo not given)	-6	6	12	-7	13	5	2	2.5	-0.6	3
CCOC(=O)N1CCN(C(=O)COc2ccc(S(=O)(=O)NCc3ccccc3)cc2)CC1	-5	-6	-2	-13	22	2	-3	.	i	23
COC(=O)CC(c1ccc(C#N)cc1)n1c(C)ccc1C (stereo not given)	2	-5	6	-9	35	-1	5	0.9	i	1
CCOC(=O)c1[nH]c2ccccc2c1NC(=O)c1cc(OC)c(OC)c(OC)c1	1	-9	9	-3	.	1	-8	.	-0.7	-4
CCOC(=O)c1ccc(NC(=O)NCCc2ccccc2OC)cc1	3	13	8	-17	-14	-7	6	-1.3	-1.5	-3
Cc1c(-c2ccccc2)nc2ccccc2c1C(=O)NCc1cccs1	4	5	-5	4	36	-3	15	.	-2.0	4
O=C(Nc1ccc2c(c1)OCO2)C1CCN(S(=O)(=O)Cc2ccccc2)CC1	-4	1	13	4	30	6	12	.	-1.3	5
O=C(Nc1ccccc1C1CC1)c1cccs1	0	0	0	-20	11	3	14	.	i	-6
O=C(CSc1nnc2ccccn12)NC(=O)c1ccccc1	.	-3	4	0	.	-1	2	0.1	i	3
CC(=O)Nc1cccc(O)c1	.	-5	-2	6&-16	.	0	0	-0.4	-0.5	-3
CCc1ccc(Nc2nnc(SCC(=O)NC(=O)CN3CCCC3=O)s2)cc1	.	-6	3	-5	.	-1	8	1.8	-1.3	15
O=C(COC(=O)C1CC2CCCC(C1)C2=O)Nc1ccc(F)c(Cl)c1 (stereo not given)	.	1	-1	4	.	-6	1	-4.9	-0.5	3
Cc1cccc(N2CCN(C(=O)C34CC5CC(CC(C5)C3)C4)CC2)c1C	-2	-4	-1	-7	11	1	0	.	22*	0
COc1cc(C(=S)N2CCOCC2)ccc1OC(=O)/C=C/c1ccco1	6	6	2	-9	20	2	-7	0.3	0.2	-6
CC(C)(CNCC(O)c1ccccc1)N1CCOCC1 (stereo not given)	5	2	5	6	-20	-5	-2	.	0.5	-2
O=C(CNC(=O)c1cccs1)OCC(=O)c1ccc(Cl)cc1	1	5	-6	5	2	-10	1	-0.2	-0.2	-2
COc1ccc(C(C)(NC(C)=O)c2nc(-c3ccc(F)c(Cl)c3)cs2)cc1 (stereo not given)	.	0	.	.	.	.	18	1.1	-0.9	1
Cc1cc(C)nc(SCC2COc3ccccc3O2)n1 (stereo not given)	-2	4	-4	-15	23	-11	11	.	-0.8	11
Cc1csc(NC(=O)CSc2nc3ccccc3c3c2CCCC3)n1	2	6	10	5	12	-42	6	-2.7	-0.2	4
CCOc1ccc(NC(=O)CN(C)C(=O)CCCOc2ccc(Br)cc2)cc1OCC	.	6	-3	5	.	5	3	0.6	i	21
Cc1ccc(CN2C(=O)C(=O)c3cc(C)ccc32)cc1	.	-6	12	4	.	-3	4	1.6	-0.5	-9
CC(C(=O)Nc1ccncc1)(c1ccccc1)c1ccccc1	-1	6	-7	-8	40	-8	5	0.5	0.5	6
CCc1nc2c(OC)cccn2c1N(C)C(=O)c1ccccc1F	.	-5	.	.	.	.	1	3.6	-0.4	0
Cc1nc(CN2C(=O)C3(CCC3)ON=C2c2cccc(Cl)c2)cs1	.	4	.	.	.	.	-4	1.0	-0.5	7
O=C(CCc1nnc(Cc2ccc(-c3ccccc3)cc2)o1)NCC1CC1	1	-8	3	-18	22	-1	-10	1.1	i	6
SMILES	3CLpro inhibitor	PrPC TRFRET	MazF activator	PriA SSB inh	VHR inh abs	Rv3671c inh	CCHF vOTU inh	TcdB GH inh	BH1578 lux ind	Y pestis TopoI
Cc1c(Br)cccc1NC(=O)C1(C)CCN1Cc1ccc(OC(C)C)cc1 (stereo not given)	.	-3	.	.	.	.	12	-0.6	-0.5	25
CCC(=O)n1nc(-c2ccc(OC)cc2)nc1NCc1cccs1	-2	-4	-10	-16	22	.	-17	0.1	-0.9	2
Cc1cccc(C)c1NC(=O)CS(=O)CC(=O)Nc1ccc(N2CCOCC2)cc1 (stereo not given)	-1	-8	5	-7	23	-2	-2	1.7	-0.3	7
CCC(CC)NC(=O)C1CCN(c2ccc(S(=O)(=O)N3CCOCC3)cc2[N+](=O)[O-])CC1	.	-4	3	-6	.	-6	0	-0.4	0.3	-1
COc1ccc(NC(=O)CC2C(=O)OCC3CCCCN32)cc1Cl (stereo not given)	5	-6	-2	-4	5	-14	-12	.	-0.7	-2
COc1ccc(C)c2sc(=NC(=O)c3ccc(C(C)=O)cc3)n(C)c12	-1	-6	-7	8	-1	-2	-6	1.2	-3.2	4
CC(C)C(=O)NNC(=O)c1c(O)c2ccccc2[nH]c1=O	3	-3	-5	-2	21	10	8	1.0	i	2
Cc1ccc(NC(=O)/C(=C/c2ccncc2)NC(=O)c2ccccc2)cc1	-2	-5	0	10	10	8	-15	1.2	-0.8	-2
CCc1nc(C)cn1S(=O)(=O)c1cc(Br)c(C)cc1OC	3	5	-2	-5	-12	2	-3	.	i	25
O=C(CN1CCN(Cc2ccccc2)CC1)Nc1cccc(Cl)c1	1	-8	-4	-16	22	-2	-10	0.9	-0.6	18
Cc1ccc(N2CC(C(=O)OCc3ccccc3)CC2=O)cc1 (stereo not given)	6	0	-7	-14	3	-5	4	.	11	24
CCN(C[C@H]1N[C@@](Cc2ccccc2)(C(=O)OC)[C@H]2C(=O)N(Cc3ccccc3)C(=O)[C@@H]12)S(=O)(=O)c1ccc(OC(F)(F)F)cc1	.	-3	1	-5	.	-7	24	0.4	i	39
CCn1cc(-c2nnnn2-c2ccc(Cl)cc2)c(=O)c2ccccc21	2	-4	3	-14	10	1	-11	.	-0.5	12
CCN(C[C@H]1N[C@@](C)(C(=O)OC)[C@H]2C(=O)N(Cc3ccccc3)C(=O)[C@@H]12)C(=O)Nc1ccccc1	.	3	11	-2	.	-2	-4	-0.6	-2.0	-13
OCC1OC(n2cnc3c(NC4CCCCC4)ncnc32)C(O)C1O (stereo not given)	3	11	-5	0	21	1	-4	0.1	-0.6	-1
COCCN(C(=O)Nc1ccccc1)C(C)c1cccnc1 (stereo not given)	1	-4	7	-8	29	9	7	-0.3	-0.2	2
O=C(OCC(=O)N1CCCCC1)c1ccc(OC(F)(F)F)cc1	.	9	16	-17	.	0	8	0.4	0.8	5
O=C(c1cccc(C(F)(F)F)c1)N1CCN(c2cc(=O)[nH]nc2-c2ccccc2)CC1	6	-3	3	-13	29	3	-7	.	-0.3	15
CCOC(=O)COc1nc(C)cc(C(F)(F)F)c1C#N	3	-7	-5	-14	28	-3	-79	1.2	-0.9	5
COc1ccc(C(=O)N/N=C/c2cccnc2)cc1	-6	4	8	.	-2	9	17	-5.2	i	-3
CCC(=O)Nc1ccc(NC(=O)CSc2nc3c(c(=O)n(C)c(=O)n3C)n2CC)cc1	-4	3	6	-3	-23	11	6	-0.1	0.1	1
COc1cccc(N2CCN(CC(=O)NCc3ccccc3)CC2)c1	-8	-5	6	-10	18	5	-13	-1.5	i	13
CCN(CC)CCN1C(=O)C(=O)/C(=C(/O)c2ccc(F)cc2)C1c1ccncc1 (stereo not given)	6	-7	4	.	18	-2	-1	.	i	-3
CC(NC(=O)C1CCCN(S(=O)(=O)c2cccs2)C1)c1ccccc1 (stereo not given)	1	12	6	-10	-10	-11	-2	1.8	.	-3
CCOC(=O)COc1cccc2c(=O)n(CC(=O)N3CCC(C)CC3)ccc12	2	-5	-4	-5	3	-5	1	0.6	-0.8	1

Exported in markdown: entries from further up.
| SMILES | 3CLpro inhibitor | PrPC TRFRET | MazF activator | PriA SSB inh | VHR inh abs | Rv3671c inh | CCHF vOTU inh | TcdB GH inh | BH1578 lux ind | Y pestis TopoI |
| --- | --- | --- | --- | --- | --- | --- | --- | --- | --- | --- |
| CCc1nc(C)cn1S(=O)(=O)c1cc(Br)c(C)cc1OC | 3 | 5 | -2 | -5 | -12 | 2 | -3 | . | i | 25 |
| O=C(CN1CCN(Cc2ccccc2)CC1)Nc1cccc(Cl)c1 | 1 | -8 | -4 | -16 | 22 | -2 | -10 | 0.9 | -0.6 | 18 |
| Cc1ccc(N2CC(C(=O)OCc3ccccc3)CC2=O)cc1 (stereo not given) | 6 | 0 | -7 | -14 | 3 | -5 | 4 | . | 11 | 24 |
| CCN(C[C@H]1N[C@@](Cc2ccccc2)(C(=O)OC)[C@H]2C(=O)N(Cc3ccccc3)C(=O)[C@@H]12)S(=O)(=O)c1ccc(OC(F)(F)F)cc1 | . | -3 | 1 | -5 | . | -7 | 24 | 0.4 | i | 39 |
| CCn1cc(-c2nnnn2-c2ccc(Cl)cc2)c(=O)c2ccccc21 | 2 | -4 | 3 | -14 | 10 | 1 | -11 | . | -0.5 | 12 |
| CCN(C[C@H]1N[C@@](C)(C(=O)OC)[C@H]2C(=O)N(Cc3ccccc3)C(=O)[C@@H]12)C(=O)Nc1ccccc1 | . | 3 | 11 | -2 | . | -2 | -4 | -0.6 | -2.0 | -13 |

The listing picks up; the six compounds before the break are reprinted first.
SMILES	3CLpro inhibitor	PrPC TRFRET	MazF activator	PriA SSB inh	VHR inh abs	Rv3671c inh	CCHF vOTU inh	TcdB GH inh	BH1578 lux ind	Y pestis TopoI
COc1ccc(C(=O)N/N=C/c2cccnc2)cc1	-6	4	8	.	-2	9	17	-5.2	i	-3
CCC(=O)Nc1ccc(NC(=O)CSc2nc3c(c(=O)n(C)c(=O)n3C)n2CC)cc1	-4	3	6	-3	-23	11	6	-0.1	0.1	1
COc1cccc(N2CCN(CC(=O)NCc3ccccc3)CC2)c1	-8	-5	6	-10	18	5	-13	-1.5	i	13
CCN(CC)CCN1C(=O)C(=O)/C(=C(/O)c2ccc(F)cc2)C1c1ccncc1 (stereo not given)	6	-7	4	.	18	-2	-1	.	i	-3
CC(NC(=O)C1CCCN(S(=O)(=O)c2cccs2)C1)c1ccccc1 (stereo not given)	1	12	6	-10	-10	-11	-2	1.8	.	-3
CCOC(=O)COc1cccc2c(=O)n(CC(=O)N3CCC(C)CC3)ccc12	2	-5	-4	-5	3	-5	1	0.6	-0.8	1
O=c1cc(C(F)(F)F)[nH]c2ccc(C(F)(F)F)cc12	0	1	-1	-7	12	-5	-17	4.0	-0.5	0
O=c1oc2ccccc2c(N2CCCCC2)c1CN1CCCC1	-1	-6	-5	0	8	2	0	.	i	14
O=C1CSC(=S)N1/N=C/c1ccc(O)c([N+](=O)[O-])c1	-1	.	-5	.	2	.	.	.	-0.4	8
CCCCNC(=O)CSc1nc2ccsc2c(=O)n1CCCC(=O)NCCc1ccc(S(N)(=O)=O)cc1	2	4	3	-7	11	-2	-8	1.9	4.5	7
CCOc1ccc(CCNC(=O)c2ccc(CS(=O)Cc3ccccc3Cl)o2)cc1 (stereo not given)	3	3	3	-3	25	10	5	1.0	-0.4	35
COc1ccc(CN2CCN(CCCc3ccccc3)C(CCO)C2)cc1OC (stereo not given)	-1	-2	4	2	22	-1	-10	0.4	i	10
COc1cc([N+](=O)[O-])cc2sc(NC(C)=O)nc12	-1	-30	-17	0	23	-2	19	0.7	3.7	3
CC1Nc2ncnc(N3CCN(c4ccccc4)CC3)c2N(Cc2ccc(Cl)cc2)C1=O (stereo not given)	.	14	-7	28	.	-1	4	1.0	i	4
COC(=O)C1=CNC=C(C(=O)OC)C1c1ccc(C(=O)OC)cc1	3	0	6	-28	32	-5	-111	.	.	3
COc1ccc(/[N+]([O-])=C/c2ccoc2)cc1	.	4	12	-1	.	-7	18	1.0	i	-7
CC1C(=O)N2CCCc3cc(S(=O)(=O)N(C)CCC#N)cc1c32 (stereo not given)	-5	3	12	-22&-11	6	0	-16	0.2	2.0	-2
COc1ccc(-c2cc3c(=O)n(CC(=O)N4CCCCC4)ncn3n2)cc1	5	8	1	6	17	-5	0	0.7	-0.4	4

The list is partial (hit frequency here may not be typical).
